Screening results from PubChem BioAssay.
BH1578 lux ind = inducers of Vibrio cholerae quorum light production without autoinducers, primary screen, BH1578 luxS cqsA deficient, single point | V. cholerae BH1578 lux reporter, luminescence, 6 h | actives 0.16% (n = 350,000) | activation, % at 18.7 µM; in the data active = activation mostly above about 9.7%, no sharp cut-off; also: not every result past the cut was called active; inactives centre near 0; reference of the scale not given here
SSB-PriA inh = inhibitors of Klebsiella pneumoniae PriA binding to SSB C-terminal tail, primary screen, biochemical, AlphaScreen | inhibition, % at 33 µM | PriA–SSB C-terminal tail interaction (Klebsiella pneumoniae) | actives 0.6% (n = 430,000) | AlphaScreen SSBct-PriA binding, biotinylated peptide; in the data active = inhibition mostly above about 37%, no sharp cut-off; inactive = mostly below about 20%;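 also: plate controls were negative control peptide for no effect and reference peptide for full effect; strong numbers were not always called active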
PfHsp40 rescue = rescue of yeast from PfHsp40 toxicity, primary screen, S. cerevisiae, ATP luminescence | S. cerevisiae expressing PfHsp40, growth rescue | growth rescue, % at 12.5 µM | actives 0.68% (n = 340,000) | AID 504582, 2011; in the data active = growth rescue above about 28%, passing the limit was not always enough;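 also: yeast W303a lacking pdr1 and pdr3 grown in galactose medium; growth measured after three days at 30 °C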
Y pestis TopoI = Yersinia pestis topoisomerase I inhibitors, primary screen, biochemical, cleavage product accumulation, plate reader, single point. DNA topoisomerase I (Yersinia pestis CO92). Y. pestis Topo-I cleavage product accumulation. activity, % at 10 µM. actives 0.064% (n = 360,000). AID 504884, 2011; in the data active = activity above about 50%, passing the limit was not always enough; also: inactives centre near 2
SARS 3CLpro inh = SARS-CoV 3CLpro protease inhibitors, primary screen, biochemical, quenched FRET; recombinant SARS-CoV 3CLpro, quenched FRET peptide cleavage; Replicase polyprotein 1ab (Severe acute respiratory syndrome coronavirus), P0C6X7; inhibition, % at 6 µM; actives 0.14% (n = 290,000); AID 1706, 2009; in the data active = inhibition above about 12%
BoNT A protease = BoNT/A light chain protease inhibitors, primary screen, biochemical, flow cytometry, MLPCN library; Botulinum neurotoxin type A light chain protease (Clostridium botulinum A str. ATCC 3502); multiplex microsphere protease substrate cleavage; inhibition, % at 10 µM; actives 0.17% (n = 360,000); AID 588499, 2011; also: plate controls were buffer without enzyme for full effect and enzyme alone for no effect
Anthrax LF inh2 = Bacillus anthracis LF protease inhibitors, primary screen, biochemical, multiplex microsphere, MLPCN library. Lethal factor (Bacillus anthracis), P15917. multiplex microsphere protease cleavage assay. inhibition, % at 10 µM. actives 0.12% (n = 360,000). AID 588501, 2011; also: plate controls were buffer without enzyme for full effect and enzyme alone for no effect
Target sequence (P15917 whole entry, looked up): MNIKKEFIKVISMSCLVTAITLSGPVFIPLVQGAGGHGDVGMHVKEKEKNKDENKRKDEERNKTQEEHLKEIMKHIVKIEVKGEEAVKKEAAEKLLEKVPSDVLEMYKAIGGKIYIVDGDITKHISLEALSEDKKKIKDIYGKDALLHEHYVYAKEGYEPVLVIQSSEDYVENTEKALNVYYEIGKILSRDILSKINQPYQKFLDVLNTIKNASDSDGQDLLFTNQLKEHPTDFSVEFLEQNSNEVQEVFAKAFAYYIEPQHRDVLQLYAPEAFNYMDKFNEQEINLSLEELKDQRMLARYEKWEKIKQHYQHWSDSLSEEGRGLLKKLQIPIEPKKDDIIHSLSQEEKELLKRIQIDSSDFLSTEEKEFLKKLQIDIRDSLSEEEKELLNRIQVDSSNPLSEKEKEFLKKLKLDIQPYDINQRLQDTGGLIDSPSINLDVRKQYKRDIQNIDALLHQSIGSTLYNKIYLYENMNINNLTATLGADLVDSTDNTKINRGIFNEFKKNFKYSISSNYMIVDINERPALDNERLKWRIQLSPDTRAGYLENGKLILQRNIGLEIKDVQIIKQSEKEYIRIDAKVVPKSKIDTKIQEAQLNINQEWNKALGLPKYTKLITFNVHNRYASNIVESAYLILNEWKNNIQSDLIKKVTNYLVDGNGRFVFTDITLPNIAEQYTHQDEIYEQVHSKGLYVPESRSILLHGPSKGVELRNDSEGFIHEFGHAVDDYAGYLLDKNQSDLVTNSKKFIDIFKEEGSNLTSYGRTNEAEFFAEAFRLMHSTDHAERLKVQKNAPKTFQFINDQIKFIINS
CCHF vOTU inh = CCHFV vOTU protease inhibitors, primary screen, biochemical, Pep-AMC substrate, fluorescence | Crimean-Congo hemorrhagic fever virus L polyprotein viral ovarian tumor (vOTU) protease … | inhibition, % at 11.5 µM | actives 0.55% (n = 370,000); in the data active = inhibition above about 30%; also: 0% = vehicle wells with enzyme and 100% = no enzyme wells
TcdB inh = TcdB glycohydrolase inhibitors, primary screen, biochemical, single point, plate reader; Toxin B (Clostridioides difficile), P18177; TcdB glycohydrolase enzymatic assay; inhibition, % at 9.99 µM; actives 0.24% (n = 350,000); in the data active = inhibition above about 10%
DUSP3 inh = VHR1 phosphatase inhibitors, primary screen, biochemical, absorbance, uHTS; actives 0.52% (n = 290,000); inhibition, % at 13.3 µM; Dual specificity protein phosphatase 3 (Homo sapiens), P51452; recombinant VHR phosphatase, pNPP absorbance; in the data active = inhibition above about 50%; also: some compounds called inactive have numbers as strong as hits
Target sequence (P51452 whole entry, looked up): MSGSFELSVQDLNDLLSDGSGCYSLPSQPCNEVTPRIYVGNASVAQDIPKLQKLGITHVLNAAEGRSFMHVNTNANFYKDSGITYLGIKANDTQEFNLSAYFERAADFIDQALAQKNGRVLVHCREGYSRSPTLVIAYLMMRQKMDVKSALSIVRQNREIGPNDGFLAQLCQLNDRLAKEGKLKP
Starred values were filed as active, the others as inactive; & = joins results of further samples. Rule as the data show it, unless noted: active = inhibition above about 30%; inconclusive = no clear call, values can overlap the other calls; inactive = below that.

For O=C(CCc1ccccc1)NCC(=O)N/N=C/c1ccc2c(c1)OCO2 the results were BH1578 lux ind -0.3, PfHsp40 rescue 0.1, Y pestis TopoI -1, SARS 3CLpro inh -5, BoNT A protease -0.2, Anthrax LF inh2 0, CCHF vOTU inh -6, TcdB inh 0.9 and DUSP3 inh 7.
Screening Cc1nnc(C)n1/N=C/c1cc2ccccc2nc1Cl returned BH1578 lux ind -0.2, PfHsp40 rescue -0.2, Y pestis TopoI 4, SARS 3CLpro inh 1, BoNT A protease 0.6, Anthrax LF inh2 -1, CCHF vOTU inh -14, TcdB inh 1.4 and DUSP3 inh 30.
`C#CCOCCOCCOCCNc1nc(N2CCN(C(=O)CCCCCCCCCCNC(=O)[C@H](CCCCN)n3cc(C[C@@H](C)CC)nn3)CC2)nc(N2CCN(C(=O)CCCCCCCCCCNC(=O)[C@H](CCCN=C(N)N)n3cc(C[C@@H](C)CC)nn3)CC2)n1` gave BH1578 lux ind inactive, SSB-PriA inh 7, PfHsp40 rescue 26*, Y pestis TopoI 39, BoNT A protease 0.1 and Anthrax LF inh2 -1.
O=C(Nc1ccc(Cl)cc1)N(Cc1cccnc1)Cc1ccco1 was read as BH1578 lux ind 1.6, SSB-PriA inh -11, PfHsp40 rescue 1.0, Y pestis TopoI 5, SARS 3CLpro inh 0, BoNT A protease -1.2, Anthrax LF inh2 -6, CCHF vOTU inh 8 and DUSP3 inh 2.
For COc1ccc(NS(=O)(=O)c2cc(NC(=O)/C=C/c3cc(OC)ccc3OC)ccc2N2CCCCC2)cc1 the results were BH1578 lux ind -0.1, SSB-PriA inh 10, PfHsp40 rescue 0.5, Y pestis TopoI -1, SARS 3CLpro inh -2, BoNT A protease -0.4, Anthrax LF inh2 -1, CCHF vOTU inh -9 and DUSP3 inh 6.
For CCCCC1=CC2=C(c3ccco3)C(=O)C(C)(OC(=O)c3ccc(OC)cc3)C(=O)C2=CN1Cc1ccco1 (stereo unspecified) the results were BH1578 lux ind inactive, SSB-PriA inh -6, PfHsp40 rescue -0.1, Y pestis TopoI 6, BoNT A protease -0.2, Anthrax LF inh2 -7 and DUSP3 inh 7.
`CC1(C)CNC(=O)c2sc(NC(=O)CN3CCOCC3)nc2C1` gave BH1578 lux ind -2.9, SSB-PriA inh -5, PfHsp40 rescue 0.3, Y pestis TopoI 7, SARS 3CLpro inh 0, BoNT A protease 0.2, Anthrax LF inh2 -2, CCHF vOTU inh -2 and DUSP3 inh 3.
For CC(C)C#Cc1ccc2c(c1)O[C@@H](CN(C)S(=O)(=O)c1cn(C)cn1)[C@@H](C)CN([C@H](C)CO)S2(=O)=O the results were BH1578 lux ind inactive, Y pestis TopoI 16, BoNT A protease -0.3, Anthrax LF inh2 -7, CCHF vOTU inh 1 and TcdB inh 1.2&-0.6&-1.3.
For Cc1nc(CS(=O)(=O)c2ccc(Cl)cc2)sc1C(=O)O the results were BH1578 lux ind -0.4, SSB-PriA inh 1, PfHsp40 rescue 0.5, Y pestis TopoI 12, SARS 3CLpro inh 0, BoNT A protease -4.6, Anthrax LF inh2 -9, CCHF vOTU inh -13, TcdB inh 0.3 and DUSP3 inh 13.
Screening CCc1ccc(C(O)c2ncc(-c3ccc(C)cc3)[nH]2)cc1 (stereo unspecified) returned BH1578 lux ind inactive, Y pestis TopoI 1, BoNT A protease -0.6, Anthrax LF inh2 2, CCHF vOTU inh 9 and TcdB inh 0.0.
For CC(C)(C)N(CC(=O)NC1CCCCC1)C(=O)CS(=O)CC(=O)Nc1ccc(F)cc1 (stereo unspecified) the results were BH1578 lux ind -0.3, SSB-PriA inh 1, PfHsp40 rescue 0.4, Y pestis TopoI 6, SARS 3CLpro inh -9, BoNT A protease -1.1, Anthrax LF inh2 -1, CCHF vOTU inh -3, TcdB inh 1.0 and DUSP3 inh 22.
`CN1CCN(NC(=O)Nc2cccc(F)c2)CC1` gave BH1578 lux ind -2.2, SSB-PriA inh 3, PfHsp40 rescue 4.4, Y pestis TopoI 6, SARS 3CLpro inh -1, BoNT A protease 0.7, Anthrax LF inh2 0, CCHF vOTU inh -4, TcdB inh -0.7 and DUSP3 inh -6.
`CCCCN1C(=O)CCC(C(=O)O)C1c1ccccc1` (stereo unspecified) gave BH1578 lux ind inactive, SSB-PriA inh -4, PfHsp40 rescue 0.9, Y pestis TopoI 3, SARS 3CLpro inh 6, BoNT A protease 0.9, Anthrax LF inh2 3, CCHF vOTU inh -4 and DUSP3 inh 29.
`COc1cc2c(OC(C)=O)c3c(c(-c4ccc5c(c4)OCO5)c2cc1OC)C(=O)OC3` gave BH1578 lux ind -0.5, SSB-PriA inh 7, PfHsp40 rescue -0.1, Y pestis TopoI 7, SARS 3CLpro inh -4, BoNT A protease -0.1, Anthrax LF inh2 -5, CCHF vOTU inh -1, TcdB inh 0.3 and DUSP3 inh 16.
For O=C(Nc1ccccc1)NC1CS(=O)(=O)CC1O (stereo unspecified) the results were BH1578 lux ind inactive, SSB-PriA inh -23, PfHsp40 rescue -1.2, Y pestis TopoI -6, SARS 3CLpro inh 0, BoNT A protease -0.5, Anthrax LF inh2 1, CCHF vOTU inh -1 and DUSP3 inh 10.
`O=[N+]([O-])c1ccccc1S(=O)(=O)Nc1cccc2cccnc12` gave SSB-PriA inh -2, SARS 3CLpro inh 1, CCHF vOTU inh 9, TcdB inh 0.2 and DUSP3 inh 6.
`Cn1ncc(Cl)c1C(=O)N1CCN(c2ccc(Cl)c(Cl)c2)CC1` gave BH1578 lux ind -0.7, SSB-PriA inh 6, PfHsp40 rescue 2.8, Y pestis TopoI 38, SARS 3CLpro inh 4, BoNT A protease -1.4, Anthrax LF inh2 -6, CCHF vOTU inh 2, TcdB inh 2.0 and DUSP3 inh -2.
Screening COc1ccc(/C=C2\C(=O)NC(=O)c3ccccc32)cc1OC returned BH1578 lux ind -1.0, SSB-PriA inh 21, PfHsp40 rescue -1.0, Y pestis TopoI 6, BoNT A protease 14, Anthrax LF inh2 -3, CCHF vOTU inh 108* and TcdB inh 1.7.
For O=C(NCc1cccc(F)c1)c1ccc2nc(N3CCOCC3)sc2c1 the results were BH1578 lux ind -0.2, SSB-PriA inh -22, PfHsp40 rescue -0.2, Y pestis TopoI 2, SARS 3CLpro inh -7, BoNT A protease -0.8, Anthrax LF inh2 -4, CCHF vOTU inh -2, TcdB inh 0.2 and DUSP3 inh 33.
Screening CCOC(=O)C1(Cc2ccccc2C)CCCN(Cc2cn(C)nc2C)C1 (stereo unspecified) returned BH1578 lux ind inactive, SSB-PriA inh -6, PfHsp40 rescue -0.1, Y pestis TopoI 8, SARS 3CLpro inh 0, BoNT A protease 0.2, Anthrax LF inh2 6, CCHF vOTU inh -8, TcdB inh -2.9 and DUSP3 inh 21.
For COCCCNCCCOc1ccc(Cl)cc1Br the results were BH1578 lux ind -0.7, SSB-PriA inh -4, PfHsp40 rescue -0.9, Y pestis TopoI -3, SARS 3CLpro inh 4, BoNT A protease -0.9, Anthrax LF inh2 3, CCHF vOTU inh -2 and DUSP3 inh 19.
For COc1ccc(C)cc1NC(=O)CN1C(=O)c2ccccc2S1(=O)=O the results were BH1578 lux ind -0.2, SSB-PriA inh 5, PfHsp40 rescue -0.1, Y pestis TopoI 2, BoNT A protease 0.2, Anthrax LF inh2 -2, CCHF vOTU inh -1, TcdB inh 0.8 and DUSP3 inh 21.
COc1cc2c(cc1OC)CN(C(=O)c1ccc(-c3ccccc3)cc1)CC2 was read as BH1578 lux ind inactive, SSB-PriA inh -4, PfHsp40 rescue 2.4, Y pestis TopoI 17, SARS 3CLpro inh 9, BoNT A protease -0.6, Anthrax LF inh2 0, CCHF vOTU inh -2, TcdB inh -0.9 and DUSP3 inh -7.
`COC(=O)[C@H]1C2CCC(C(=O)OC)(CC2)[C@H]1C(=O)OC` gave BH1578 lux ind -0.2, SSB-PriA inh -7, PfHsp40 rescue -1.5, Y pestis TopoI 3, SARS 3CLpro inh -2, BoNT A protease 0.6, Anthrax LF inh2 -2, CCHF vOTU inh -5 and DUSP3 inh 17.

Sorted by length of the SMILES (lowest first): 3 of the compounds above
For O=C(Nc1ccccc1)NC1CS(=O)(=O)CC1O (stereo unspecified) the results were BH1578 lux ind inactive, SSB-PriA inh -23, PfHsp40 rescue -1.2, Y pestis TopoI -6, SARS 3CLpro inh 0, BoNT A protease -0.5, Anthrax LF inh2 1, CCHF vOTU inh -1 and DUSP3 inh 10.
For COc1ccc(C)cc1NC(=O)CN1C(=O)c2ccccc2S1(=O)=O the results were BH1578 lux ind -0.2, SSB-PriA inh 5, PfHsp40 rescue -0.1, Y pestis TopoI 2, BoNT A protease 0.2, Anthrax LF inh2 -2, CCHF vOTU inh -1, TcdB inh 0.8 and DUSP3 inh 21.
`COC(=O)[C@H]1C2CCC(C(=O)OC)(CC2)[C@H]1C(=O)OC` gave BH1578 lux ind -0.2, SSB-PriA inh -7, PfHsp40 rescue -1.5, Y pestis TopoI 3, SARS 3CLpro inh -2, BoNT A protease 0.6, Anthrax LF inh2 -2, CCHF vOTU inh -5 and DUSP3 inh 17.

(next part)
`CCN(CC(=O)NC1CC1)S(=O)(=O)c1ccccc1` gave BH1578 lux ind inactive, SSB-PriA inh 3, PfHsp40 rescue 0.0, Y pestis TopoI 5, SARS 3CLpro inh -3, BoNT A protease -0.1, Anthrax LF inh2 1, CCHF vOTU inh -3, TcdB inh -0.1 and DUSP3 inh 28.
For COc1cc2ccccc2cc1C(=O)N/N=C/c1cccs1 the results were BH1578 lux ind -5.8, Y pestis TopoI 15, BoNT A protease 0.1, Anthrax LF inh2 -1, CCHF vOTU inh 19 and TcdB inh 13*.
For Cc1ccc(C(=O)NNC(=O)Cc2nc3nc(C)cc(C)n3n2)cc1 the results were BH1578 lux ind 2.6, SSB-PriA inh -17, PfHsp40 rescue -1.6, Y pestis TopoI -1, SARS 3CLpro inh 3, BoNT A protease -0.5, Anthrax LF inh2 -1, CCHF vOTU inh 8, TcdB inh -0.5 and DUSP3 inh 7.
`O=C1CC(N2CCN(S(=O)(=O)c3ccccc3)CC2)C(=O)N1c1ccccc1` (stereo unspecified) gave BH1578 lux ind -0.5, SSB-PriA inh -2, PfHsp40 rescue 0.3, Y pestis TopoI -1, SARS 3CLpro inh 3, BoNT A protease -0.3, Anthrax LF inh2 -5, CCHF vOTU inh -1, TcdB inh 0.5 and DUSP3 inh 1.
For Cc1oc(-c2cc(F)ccc2F)nc1CN1CCC(C(=O)N2CCOCC2)CC1 the results were BH1578 lux ind inactive, SSB-PriA inh 23, PfHsp40 rescue 0.6, Y pestis TopoI -3, SARS 3CLpro inh 1, BoNT A protease 12, Anthrax LF inh2 5, CCHF vOTU inh 2, TcdB inh 0.2 and DUSP3 inh 16.
Screening CC1c2cccn2CCN1S(=O)(=O)c1ccccc1 (stereo unspecified) returned BH1578 lux ind 1.0, SSB-PriA inh -9, PfHsp40 rescue 1.3, Y pestis TopoI -5, BoNT A protease -3.6, Anthrax LF inh2 3, CCHF vOTU inh -10 and TcdB inh 0.0.
`CC(C)c1cc(C(=O)NCCc2ccccc2)no1` gave BH1578 lux ind -0.5, SSB-PriA inh -22, PfHsp40 rescue -0.8, Y pestis TopoI 0, SARS 3CLpro inh -3, BoNT A protease 0.6, Anthrax LF inh2 -2, CCHF vOTU inh 1, TcdB inh 2.5 and DUSP3 inh 27.

These rows are one share of the data. The share of hits here may be higher or lower than overall.
